# From PubChem
# Tau fluor cs: counter-screen for tau fibril formation inhibitors | tau K18 P301L Alexa594 fluorescence, heparin fibrillization | actives 0.93% (n = 280,000) | Potency, µM (series often up to 57.7 µM), without a hit: at the top dose activity change, negative = decrease; note: % is set by controls: 0 for no effect and ±100 for the full control effect; nearly all actives have a fitted effect of over 55% in size
#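 Human tau K18 P301L (15 uM unlabeled, 0.24 uM Alexa 594-labeled) in 100 mM sodium acetate pH 7 with 20 uM heparin, 6 hr at 37 C. ThT 30 uM added, 1 hr ambient; Alexa 594 FP and total fluorescence read at 555/632 nm.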
# Tau fibril FP: inhibitors of human tau fibril formation; P10636; Potency, µM (highest dose often 57.7 µM), for the others: at the highest dose activity, negative = inhibition, hits mostly inhibitors; K18 P301L tau heparin fibrillization, Alexa594 FP, 6 h; actives 0.39% (n = 280,000); note: % is set by controls: 0 for no effect and ±100 for the full control effect; nearly all actives have a fitted effect of over 55% in size
# Target sequence (P10636 561-689 P618L limits assumed): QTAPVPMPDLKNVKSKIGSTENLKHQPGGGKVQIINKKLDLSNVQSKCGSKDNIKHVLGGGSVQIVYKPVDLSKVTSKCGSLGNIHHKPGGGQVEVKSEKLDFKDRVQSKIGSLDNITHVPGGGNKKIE
#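 Human K18 P301L fragment (15 uM unlabeled plus 0.24 uM Alexa 594-labeled) in 100 mM sodium acetate pH 7 with compound, aggregation induced by 20 uM heparin for 6 hr at 37 C. ThT (30 uM) added for 1 hr, then Alexa 594 FP read.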
# HTT cytoprotect: cytoprotection in Huntington HTT-Q103 PC12 cell model. Potency, µM (top dose mostly 56.4 µM), for inactives: cytoprotection (ATP increase), most hits filed as activators. PC12 HTT-Q103 induced, cytoprotection, ATP luminescence, 40 h. actives 0.14% (n = 230,000). AID 1471;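 note: % of control where 0% means no effect; nearly all actives have a fitted effect of over 45% in size; toxic huntingtin expression switched on by the ecdysone agonist tebufenozide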
#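 Stable PC12 Q103-GFP cells in serum-supplemented, phenol red-free DMEM; induction by tebufenozide at 100 nM final; compound dose series; cell viability quantified luminescently from ATP.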
# L3MBTL1 block: blocks human L3MBTL1. Potency, µM (highest dose often 57.1 µM), without a hit: at the top dose activity, negative = inhibition, most hits filed as inhibitors. actives 0.66% (n = 230,000). Q9Y468. AID 485360. AlphaScreen L3MBTL1–H3K9me1 peptide binding; note: % is set by controls: 0 for no effect and ±100 for the full control effect; nearly all actives have a fitted effect of over 60% in size
#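 Read-out is AlphaScreen signal from streptavidin donor and nickel chelate acceptor beads (10 ug/mL final each) bridging L3MBTL1 (50 nM) and biotinylated K9-monomethylated H3(1-15) peptide (75 nM), after 30 min compound exposure at room temperature.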
# TexasRed fluor: alters Texas Red total fluorescence, flagging assay interference; Potency, µM (titrated, usually from 106 µM), inactives show at the top dose fluorescence change, negative = quenching; AID 1479; actives 0.29% (n = 280,000); TRb/SRC2 Texas Red total fluorescence interference; active = well fitted curve in either direction with a large enough effect; inconclusive = small, poorly fitted or top-dose-only effect; note: % is set by controls: 0 for no effect and ±100 for the full control effect
#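 Human TRb ligand-binding domain at 0.6 uM with 20 nM Texas Red SRC2 peptide in Tris buffer containing 1 uM T3 and 5% DMSO, incubated with compound 5 h at ambient temperature. Total fluorescence (555/632 nm) calculated as parallel + 2 × perpendicular.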
# RECQ1 inh: blocks DNA unwinding by human RECQ1. P46063. RECQ1 DNA unwinding, red fluorescence kinetic read. Potency, µM (series often up to 57.3 µM), for inactives: at the top dose activity, negative = inhibition, usual class: inhibitors. actives 0.54% (n = 240,000). AID 2549;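 note: plate controls were vehicle for no effect and no enzyme for full effect; nearly all actives have a fitted effect of over 30% in size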
#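 50 nM RECQ1T1 preincubated 15 min with compound in Tris pH 8.0 buffer with MgCl2, DTT, Tween-20 and 2.5 ug/ml poly(dI-dC); started with 200 nM TAMRA/BHQ-2 forked duplex and 2 mM ATP. Unwinding read as fluorescence (525/598 nm), two reads 2 h apart.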
# Tau fibril ThT: tau fibrillization inhibition (ThT binding) | P10636 | recombinant tau K18 P301L, heparin-induced fibrillization, ThT fluorescence | Potency, µM (series often up to 57.4 µM), without a hit: top-dose activity, negative = inhibition, most hits filed as inhibitors | actives 2.1% (n = 270,000); note: % is set by controls: 0 for no effect and ±100 for the full control effect; nearly all actives have a fitted effect of over 55% in size
#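 Using a mix of unlabeled (15 uM) and Alexa 594-labeled (0.24 uM) tau K18 P301L, heparin-triggered fibrillization over 6 hr at 37 C was scored by ThT fluorescence.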
# TRb-SRC2 inh: inhibitors of human thyroid hormone receptor beta-SRC2 interaction. actives 0.065% (n = 280,000). TRbeta-SRC2 peptide binding, fluorescence polarization; receptor liganded with 1 µM T3. Potency, µM (doses to about 106 µM), for inactives: top-dose activity change, negative = inhibition, usual class: inhibitors. P10828;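 note: plate controls were bound peptide for no effect and peptide without receptor for full effect; nearly all actives have a fitted effect of over 50% in size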
# Target sequence (P10828 whole entry, looked up): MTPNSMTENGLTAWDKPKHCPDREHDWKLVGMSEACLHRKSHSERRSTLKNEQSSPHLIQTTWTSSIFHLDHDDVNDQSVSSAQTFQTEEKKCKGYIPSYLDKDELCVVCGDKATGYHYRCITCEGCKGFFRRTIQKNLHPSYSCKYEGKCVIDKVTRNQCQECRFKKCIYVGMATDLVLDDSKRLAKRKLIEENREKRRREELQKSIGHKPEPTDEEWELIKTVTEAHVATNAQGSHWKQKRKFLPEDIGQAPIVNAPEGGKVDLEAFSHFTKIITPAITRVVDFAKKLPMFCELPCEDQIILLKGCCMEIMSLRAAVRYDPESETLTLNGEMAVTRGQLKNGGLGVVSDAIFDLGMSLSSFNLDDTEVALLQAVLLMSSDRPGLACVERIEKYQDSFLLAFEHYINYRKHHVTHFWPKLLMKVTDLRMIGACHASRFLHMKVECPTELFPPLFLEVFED
#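 Human TRb LBD (0.6 uM) plus Texas Red-labeled SRC2 peptide (20 nM), 1uM T3, 5% DMSO, 5 hr at ambient temperature. Decreased polarization (555/632 nm) flags inhibition; data normalized to free and bound peptide controls.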
# * = called active by the depositor; i = inactive; u = inconclusive; x = not tested or not shown; & = joins results of further samples; [ ] = dose if it differs, or a comment. Unless noted, calls come from the whole dose curve; as a rule, active = well fitted curve in the direction sought with a large enough effect; inconclusive = small, poorly fitted or top-dose-only effect, or another doubt; inactive = no such curve, though single readings can be large; an effect the other way counts as inactive or inconclusive. Potency is the fitted concentration of half-maximal effect. This is a subset; count on the stated rates, not on these rows.
SMILES,Tau fluor cs,Tau fibril FP,HTT cytoprotect,L3MBTL1 block,TexasRed fluor,RECQ1 inh,Tau fibril ThT,TRb-SRC2 inh
COc1ccc(NC(=O)c2cc(Br)ccc2Cl)c(OC)c1,-7%,-9%,u,3%,-2%[53 µM],-13%,-3%,5%[53 µM]
Cc1nc2ccccc2c(=O)n1/N=C/c1cccnc1,-8%,-2%,-4%,x,1%,-8%,-19%,-8%
O=C(CSc1nnc(Cc2cccs2)n1-c1ccccc1)NC1CCCCC1,-7%,1%,-17%[0.074 µM],3%,1%,-11%,-12%,-6%
Cc1noc(C)c1COC(=O)CCCc1c[nH]c2ccccc12,-12%,19%,1%[10 µM],x,-1%,17%,-16%,-23%
COCCNCCOc1ccc(C)cc1[N+](=O)[O-],-22%,-6%,-23%,x,-5%,i,u,-6%
CCC(CC)c1nnc(NC(=O)CCCN2C(=O)c3ccccc3C2=O)s1,-7%,7%,21%,x,-1%,-7%,-13%,-3%
Fc1cccc(Cl)c1CSc1nnnn1-c1ccc2c(c1)OCO2,-26%,4%,-10%,28%,0%,-10%,-7%,-4%
CC1CN(C(=O)COC(=O)[C@@H]2CC(O)CN2S(=O)(=O)c2ccc3c(c2)OCCO3)CC(C)O1 (stereo partly specified),-3%,3%,-13%[1.9 µM],-2%,-3%,-10%,-4%,-1%
O=C(N=C1N=C2C=CC=CN2Cc2ccccc21)c1ccc(S(=O)(=O)N2CCCC2)cc1,-10%,8%,2%[10 µM],46%[activator],-5%,i,-12%,-7%
CN(CCNC(=O)C1(O)c2ccccc2NC(=O)N1c1ccccc1)Cc1ccccc1 (stereo unspecified),5%,2%,10%,x,0%,-5%,-3%,4%
COc1cccc(CNC(=O)CCC2CCCN(C(=O)C3=CC(=O)CC(C)(C)O3)C2)c1 (stereo unspecified),20%,12%,-16%[10 µM],2%,-3%,4%,12%,-3%
CCN(CC)S(=O)(=O)c1c(OC)cc(C)c(Cl)c1C,-4%,-1%,3%[10 µM],11%,-1%,-8%,4%,5%
CC1(C)CC(N=Cc2c(O)n(Cc3ccc4c(c3)OCO4)c(=O)c3ccccc23)CC(C)(C)N1,-9%,-2%,-22%,-22%,-1%,3%,-3%,5%
O=C1C[C@@H](c2ccc(O)cc2)Oc2cc(O)cc(O)c21,-9%,5%,-2%,9%,0%,-3%,-11%,-7%
O=C(O)CSc1ncnc2sc3c(c12)CCC3,-11%,-6%,6%,-6%,-7%,-16%,-15%,-9%
Cc1c(C(=O)NCc2ccccc2Cl)sc2ncnc(N(C)C3CCCCC3)c12,-12%,-8%,x,x,2%,x,-5%,-3%
O=C(c1ccc(Br)cc1)N(Cc1cccs1)c1ccc(F)cc1,-15%,-2%,x,x,9%,x,-14%,-3%
CN1CC(c2ccccc2)C(c2ccc(Cl)cc2)=N1 (stereo unspecified),-15%,10%,-15%[10 µM],-6%,-4%[53 µM],-1%,-5%,1%[53 µM]
CCOC(=O)C1=C(C(F)(F)F)Nc2ncnn2C1c1ccc(OC)cc1OC (stereo unspecified),-2%,-3%,23%[10 µM],-4%,-1%,-6%,-8%,-4%
Cc1ccc(N2C(=O)C3CC(c4ccccc4)=C4C5C=CC(C6C(=O)N(c7ccc(C)cc7)C(=O)C56)C4C3C2=O)cc1 (stereo unspecified),-12%,-4%,18%[10 µM],-4%,0%,-6%,-4%,15%
O=C(NC(=S)NCCO)c1sc2ccccc2c1Cl,9%,5%,-44%[inhibitor],26%[11.4 µM],-7%,i,8%,-3%
COc1ccc(Nc2cc(C)nc(-n3nc(C)cc3C)n2)cc1,-9%,4%,-67%[inhibitor][10 µM],x,-5%,-1%,-11%,5%
CCc1nnc(NC(=O)c2cc(-c3cccnc3)nc3ccccc23)s1,-14%,5%,-25%,-11%,1%,5%,-9%,0%
Cc1ccccc1N1CCN(C(=O)c2ccccc2NC(=O)c2ccccc2C(=O)O)CC1,-7%,2%,0%[10 µM],7%,0%,0%,-13%,4%
CC(=O)c1ccc(NC(=S)N2CCCC(CO)C2)cc1 (stereo unspecified),-2%,0%,6%[1.9 µM],10%,-6%,-4%,-6%,-1%
# New compounds follow
SMILES,Tau fluor cs,Tau fibril FP,HTT cytoprotect,L3MBTL1 block,TexasRed fluor,RECQ1 inh,Tau fibril ThT,TRb-SRC2 inh
O=C(NCc1cccnc1)c1cccn1-c1ncc(C(F)(F)F)cc1Cl,4%,-1%,-6%[10 µM],-8%,-3%,i,0%,-4%
Cc1nn(CC(=O)Nc2ccccn2)c(=O)c2ccccc12,-4%,-3%,-16%[0.074 µM],x,-7%,-3%,-4%,-6%
COc1cc(/C=N/Nc2ncnc3sc4c(c23)CCC4)ccc1O,u,12%,-3%[10 µM],-11%,-2%,-11%,u,10%
Cn1nc(C(C)(C)C)cc1C(=O)Sc1cccc(Br)c1,-11%,0%,-8%[10 µM],-8%,-2%,-3%,u,6%
O=[N+]([O-])c1ccc(OCCO)c(P(=O)(c2ccccc2)c2ccccc2)c1,-17%,-9%,1%[10 µM],6%,0%,-1%,-6%,2%
CN1CCN(Cc2cc(COCc3ccccc3)c3cccnc3c2O)CC1,-16%,13%,-40%[inhibitor],14µM*,-9%,-4%,u,4%
CCOC(=O)C1CCCN(c2ncnc3c2[nH]c2cccc(OC)c23)C1 (stereo unspecified),-13%,6%,-3%,-7%,0%,-11%,-10%,11%
CC(C)(C)c1ccc(C(=O)c2c[nH]c(C(=O)NCCCN3CCOCC3)c2)cc1,-8%,4%,24%[10 µM],-9%,-2%,-2%,-9%,-7%
Brc1cccc(CN2CCCCCCC2)c1,-8%,-7%,-9%,x,2%,i,-16%,6%
O=C(NC1CCCCC1)C1CCCN1C(=O)NCc1ccccc1 (stereo unspecified),1%,5%,-6%[1.9 µM],2%,0%,-1%,1%,-3%
Nc1ncn([C@@H]2O[C@H](CO)[C@@H](O)[C@H]2O)c(=O)n1,-7%,10%,-111%&-59%[inhibitor],9%,-1%,-11%&-20%,-6%,2%
Fc1ccc(-n2nc(-c3ccccc3)c3cnc4ccccc4c32)cc1Cl,-8%,-5%,x,x,-1%,x,-4%,0%
Cc1ccc(NC(=O)c2c(-c3c(F)cccc3Cl)noc2C)cc1F,-27%,-15%,-8%,-5%,0%,-9%,-10%,-16%
Cc1cc(N2CCN(c3cccc(C(F)(F)F)c3)CC2)n2ncnc2n1,2%,3%,16%,x,-1%,-2%,-11%,-17%
Cc1ccc(-c2noc(CCC(=O)N3CCCC3)n2)cc1,-3%,2%,6%,1%,1%,7%,-11%,-6%
O=C(c1cnn(-c2ccc(F)cc2)c1-n1cccc1)N1CCN(c2ccc(F)cc2)CC1,-21%,u,x,x,0%,x,-17%,-1%
CCOC(=O)c1cnc(SC)nc1Sc1ccccc1,-15%,-3%,10%,x,-1%,-4%,-21%,0%
C=C(C)COc1ccc(-c2[nH]ncc2Oc2ccccc2OC)c(O)c1,14µM*[quencher],u,-20%,x,1%,-12%,u,-11%
CCOC(=O)N/N=C(/C)c1cccc(-n2cnnn2)c1,0%,0%,-20%,-4%,0%,8%,-3%,-6%
CC(C)NS(=O)(=O)c1ccc(OCC(=O)NCc2ccccc2)cc1,0%,-7%,-14%,-3%,-1%,-12%,-6%,-4%
O=C(CN(c1cccc(C(F)(F)F)c1)S(=O)(=O)c1ccccc1)Nc1cccc(Cl)c1,-26%,u,x,x,0%,x,20%,7%
CC(=O)Nc1ccc(C(=O)N(C)C(C(=O)Nc2ccccc2)c2ccccn2)cc1 (stereo unspecified),16%,0%,-3%[10 µM],8%,-5%,i,12%,-3%

# One compound at a time, from the list above. Values in the order: Tau fluor cs	Tau fibril FP	HTT cytoprotect	L3MBTL1 block	TexasRed fluor	RECQ1 inh	Tau fibril ThT	TRb-SRC2 inh
# O=[N+]([O-])c1ccc(OCCO)c(P(=O)(c2ccccc2)c2ccccc2)c1 is entered as -17%	-9%	1%[10 µM]	6%	0%	-1%	-6%	2%
# Cn1nc(C(C)(C)C)cc1C(=O)Sc1cccc(Br)c1 is entered as -11%	0%	-8%[10 µM]	-8%	-2%	-3%	u	6%
# Brc1cccc(CN2CCCCCCC2)c1 is entered as -8%	-7%	-9%	x	2%	i	-16%	6%
# CN1CCN(Cc2cc(COCc3ccccc3)c3cccnc3c2O)CC1 is entered as -16%	13%	-40%[inhibitor]	14µM*	-9%	-4%	u	4%
# CC(C)(C)c1ccc(C(=O)c2c[nH]c(C(=O)NCCCN3CCOCC3)c2)cc1 is entered as -8%	4%	24%[10 µM]	-9%	-2%	-2%	-9%	-7%
